# hcGAS lum – human cGAS inhibition; Q8N884; actives 0.081% (n = 290,000); inhibition, % at 12.5 µM; AID 1259398; recombinant h-cGAS, ATP depletion, Kinase-Glo luminescence;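 further: 0% = vehicle reaction and 100% = reaction without DNA for no activity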
# Target sequence (Q8N884 whole entry, looked up): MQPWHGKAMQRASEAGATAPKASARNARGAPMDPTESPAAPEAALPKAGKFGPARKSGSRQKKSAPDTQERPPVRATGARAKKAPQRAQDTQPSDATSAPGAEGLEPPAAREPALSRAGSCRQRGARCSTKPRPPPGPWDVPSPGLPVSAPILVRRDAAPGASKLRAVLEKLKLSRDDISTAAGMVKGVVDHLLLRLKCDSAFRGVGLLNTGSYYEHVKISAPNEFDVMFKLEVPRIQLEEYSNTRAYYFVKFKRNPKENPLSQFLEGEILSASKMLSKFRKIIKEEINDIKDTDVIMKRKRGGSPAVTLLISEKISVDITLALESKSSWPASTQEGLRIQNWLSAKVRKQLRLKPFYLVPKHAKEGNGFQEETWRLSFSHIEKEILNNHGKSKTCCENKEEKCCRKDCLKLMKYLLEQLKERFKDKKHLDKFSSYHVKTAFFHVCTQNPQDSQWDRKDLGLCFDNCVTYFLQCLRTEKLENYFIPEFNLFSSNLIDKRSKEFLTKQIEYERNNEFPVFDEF
# mcGAS inh – blocks mouse cGAS activity; Q8C6L5; recombinant cGAS, Kinase-Glo ATP depletion luminescence; inhibition, % at 12.5 µM; actives 0.15% (n = 160,000); AID 1259399;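 further: 0% = negative control wells and 100% = reference inhibitor with no enzyme activity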
# NPYLR7 agonist – activates Aedes aegypti NPYLR7 receptor. HEK293T NPYLR7/Galpha15, GCaMP6s calcium fluorescence. activation, % at 10 µM. actives 0.15% (n = 270,000). AID 1259423; in the data active means activation above about 40%;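 further: 0% = vehicle and 100% = reference agonist at the receptor; some compounds past the cut are filed as inactive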
# The depositor's hits bear a star; / = no result given; & = joins results of further samples. Unless noted, no stated cut-off is given here; in the data, active means inhibition above about 40%; inactive means the rest.
# Every second line gives: hcGAS lum, mcGAS inh, NPYLR7 agonist
> CCCCN(CC(=O)N1CCc2sccc2C1c1ccc(F)cc1)S(=O)(=O)c1ccc(Br)cc1 (stereo not given)
    -14, -6, /
> Cc1cnc2n(c1=O)C(CC(=O)NC1CC1)CS2 (stereo not given)
    -1, /, 0
> CCC(C(=O)N(Cc1ccc(F)cc1)Cc1cc(NC(=O)c2ccccc2Cl)ccc1N(C)C)c1ccccc1 (stereo not given)
    -10, -5, 6
> Cc1cc(N2CCCCC2)nc(Nc2ccc(NC(=O)C3CCCCC3)cc2)n1
    -8, /, 10
> CC(C)(C)OC(=O)N1CCC(NCCc2ccc(Cl)cc2)C1 (stereo not given)
    -7, /, 6
> Cc1cccc(S(=O)(=O)NC(=O)C2(C)CCN2C(=O)c2cc(C)n(C)n2)c1 (stereo not given)
    -3, /, 1
> Fc1cccc(SCc2csc(-c3c(F)cccc3F)n2)c1
    -4, -6, 2
> O=C(CN1C(=O)COc2ccccc21)Nc1nc2ccc(Cl)cc2s1
    4, 0, 0
> CCN(CC)CCCn1c2c(c(SCC(=O)Nc3ccccc3OC)nc1=O)CCC2
    -6, -6, 0
> O=C1N(CCCc2cccnc2)C(=O)C2(CCN(C3CCCC3)CC2)N1Cc1ccccc1
    -24, -9, 17
> COC(=O)C1CCN(C(=O)COc2ccc(OCc3ccccc3)cc2)CC1
    1, -2, 1
> COC(=O)c1ccc(CN2C(=O)C(C)(C)ON=C2c2ccc(NC(C)=O)cc2)o1
    1, /, 16
> O=C(CCC(F)(F)F)N1CCCC(CCc2ccc(F)cc2F)C1 (stereo not given)
    -7, -17, 9
> CCCC(C)c1nnc(NC(=O)c2noc(C)c2COC)s1 (stereo not given)
    -4, -17, 24
> O=C(CCc1cc2c(n1-c1ccc(Cl)cc1)-c1ccccc1OC2)NCCCN1CCCC1=O
    -4, -5, -4
> Cc1ccn2c(=O)c(C(=O)NCCc3ccccc3)c(O)nc2c1
    -3, -6, -2
> COc1cc2c(cc1OC)CN(S(=O)(=O)c1ccc(OC)c(N3CCN(C(=O)c4cc(Cl)cc(Cl)c4)CC3)c1)CC2
    -3, -5, 3
> O=C(NCCCN1CCOCC1)c1cc(-c2cccs2)nn1-c1ccccc1
    4, -3, 1
> O=C(Nc1ccc(N2CCCC2)nc1)c1ccc(OC(F)F)cc1
    -12, /, 3
> CCc1nc2n(n1)C(=O)C(C(c1cccc(F)c1)N1CCC(C(N)=O)CC1)S2 (stereo not given)
    -5, -5, -1
> CC(NC(=O)CSC12CC3CC(CC(C3)C1)C2)C(=O)N(C)C (stereo not given)
    -2, -6, 5
> CN(Cc1cccc(C(N)=O)c1)c1ncc(C(N)=O)cc1Cl
    0, -1, -8
> COc1cccc(C(=O)COC(=O)c2[nH]c(C)c(C(C)=O)c2C)c1
    5, /, 5
> C=CCNC(=O)CN1CCN(c2nc(C)nc3sc4c(c23)CCCC4)CC1
    -4, /, 9
> Cc1ccccc1NC(=O)N1CCSC1c1ccccc1F (stereo not given)
    -4, -3, 13
> O=C1NCC2(CCCN(Cc3ccccc3-c3ccccc3)C2)O1 (stereo not given)
    2, /, 6
> O=C(NC1CCN(C(=O)C=Cc2cnn(-c3ccccc3)c2)CC1)c1ccccc1
    -9, /, 3
> Cc1cc(C)c2[nH]c(O)c(N=NC(=O)COc3ccc(Cl)cc3Cl)c2c1
    -6, -3, 2
> Cc1cc(=O)[nH]c(-n2nc(C)cc2NC(=O)c2cccc([N+](=O)[O-])c2)n1
    -7, -7, 6
> CCc1csc(CNC(=O)c2ccc(N(C)Cc3ccon3)nc2)n1
    -8, /, 6

# Every second line gives: hcGAS lum, mcGAS inh, NPYLR7 agonist
> COc1cc(-c2cc(C(=O)NCc3ccco3)c3ccccc3n2)cc(OC)c1OC
    -9, -6, 20
> O=C(c1ccc2nc(C3CC3)oc2c1)N1CCC(N2CCSCC2)CC1
    -8, /, 2
> CN(CCc1ccccn1)C(=O)c1cccnc1Oc1ccc(Cl)cc1
    -1, -5, -8
> CC(C)n1cnnc1CN(C)c1nc(-c2cccnc2)nc2c1CNC2
    -3, /, 22
> CS(=O)(=O)c1ccc(-c2cc(N)nc3[nH]ccc23)cc1
    -10, -12, /
> C=c1ccccc1=C1C=NNC(N(CCO)C(C)C)=N1
    2, -5, -3
> O=C(CN(C(=O)c1ccccc1)N1C(=O)CCC1=O)c1ccccc1
    -6, -4, -3
> CN(Cc1ccc2nsnc2c1)C(=O)CC1(c2ccccc2F)CC(=O)N(C2CCCCC2)C1=O (stereo not given)
    -7, -11, 23
> COc1ccccc1-c1cc(C(=O)NC2CCN(Cc3ccccc3)CC2)n2nc(C(C)(C)C)cc2n1
    -6, -6, 2
> CC(=O)c1[nH]c(C)c(C(=O)N2CCCCC2CCN2CCOCC2)c1C (stereo not given)
    -15, -7, /
> O=C(Cc1ccc(Cl)cc1Cl)NCc1cccs1
    -16, -6, 7
> CCNC(=O)CCN1CC(C)(C)C1(C)C
    -7, /, 7
> COc1cc(-c2ccc(=O)[nH]n2)ccc1OC(F)F
    -6&-2&1, -4, 14&-8&0
> COc1ccc(-c2cnc3ncnn3c2N2CCCN(C(=O)c3ccccc3F)CC2)cc1
    -4, -8, -3
> NC1=NCCN1CC(=O)O
    -8, -6, /
> Cc1cc(S(C)(=O)=O)c(C)c(S(=O)(=O)Nc2cnn(C)c2)c1
    -7&0, /, -1
> CC(C)c1cc(C(=O)N2CCCC(C(=O)Nc3cccc(-c4ccc(F)cc4)c3)C2)on1 (stereo not given)
    5&-5, -9, -5&6
> Cc1ccc(Cc2nsc(N(CCC(=O)NCc3ccc4c(c3)OCO4)CC(C)C)n2)cc1
    -7, -6, -4
> Cc1ccc(-c2ccc(OCCNS(=O)(=O)N(C)C)nn2)cc1
    -7, -8, -5
> OCCn1c(-c2ccc3c(c2)CCO3)nc2ccccc21
    -1, /, 3
> COc1ccc(-n2c(=O)[nH]c3c(C(N)=O)nc(-c4cccnc4)nc32)c(OC)c1
    -7, -4, 21
> CCOC(=O)N1CCN(C(=O)Cc2csc(NC(=O)CN(C(=O)c3ccccc3C)C3CC3)n2)CC1
    -6, -2, -3
> C=C1c2ccccc2C(=O)N1CCC(=O)N(CC)CC(=O)NCc1ccc(Cl)cc1
    -12, /, -1
> CC1(C)CC(=O)C=C(NCC2CCNCC2)C1
    -10, -5, /
> Cc1cc(C)cc(NC(=O)CCCn2nc(-c3ccc(F)cc3)ccc2=O)c1
    -1, -2, -2
> Cn1cccc1CN(C(=O)NCc1cccc2ccccc12)C1CC1
    -3, /, 8
> Cc1nn(C)c(C)c1S(=O)(=O)N1CCCN(c2ccc(C#N)cc2)CC1
    -5, /, -4
> COc1ccc(C2c3cccn3CCN2C(=O)NCc2ccccc2)cc1OC (stereo not given)
    -4, /, 8
> CCOC(=O)c1c(NC(=O)C2CCC2)sc(C)c1C
    2, /, 7
> O=C(NCc1ccccc1CN1CCCC1)C1CCCN(C(=O)C2CC2)C1 (stereo not given)
    2, /, -4

# A second format for some results above.
canonical_smiles: Cc1cccc(S(=O)(=O)NC(=O)C2(C)CCN2C(=O)c2cc(C)n(C)n2)c1 (stereo not given)
- hcGAS lum: -3
- mcGAS inh: /
- NPYLR7 agonist: 1
canonical_smiles: Fc1cccc(SCc2csc(-c3c(F)cccc3F)n2)c1
- hcGAS lum: -4
- mcGAS inh: -6
- NPYLR7 agonist: 2
canonical_smiles: O=C(CN1C(=O)COc2ccccc21)Nc1nc2ccc(Cl)cc2s1
- hcGAS lum: 4
- mcGAS inh: 0
- NPYLR7 agonist: 0
canonical_smiles: CCN(CC)CCCn1c2c(c(SCC(=O)Nc3ccccc3OC)nc1=O)CCC2
- hcGAS lum: -6
- mcGAS inh: -6
- NPYLR7 agonist: 0

# Additional compounds follow:
# Every second line gives: hcGAS lum, mcGAS inh, NPYLR7 agonist
> COCCN(Cc1nc(C(=O)O)cs1)C(=O)Nc1ccc(Cl)c(Cl)c1
    -6, -5, -7
> CCN(CC)C(=O)Oc1ccc2c(ccn2Cc2cccc(C(F)(F)F)c2)c1-c1ccc(F)c(F)c1
    -1, 1, 8
> Cc1ccc(F)c(NS(=O)(=O)c2cnc(C(C)C)[nH]2)c1C(=O)O
    -7, -15, 1
> CN1C(=O)NC(c2ccccc2C(F)(F)F)C2=C1CN(CC(=O)N1CCN(Cc3ccc4c(c3)OCO4)CC1)C2=O (stereo not given)
    -3, -2, /
> CC1NC(=S)N(Cc2ccc(-n3ccnc3)nc2)C1=O (stereo not given)
    -7, /, 7
> O=C(CSc1n[nH]c(C2CCCC2)n1)Nc1c(Cl)cccc1Cl
    -5, -7, /
> COC(=O)c1cc2n(n1)CCCN(C(=O)CCn1nnc3ccccc31)C2
    -4, -18, 6
> Cc1cccc(NC(=O)N2CCSC2c2ccc(C(F)(F)F)cc2)c1C (stereo not given)
    -5, -5, 13
> Cc1cc(Cl)ccc1OCc1nc(-c2ccc(Cl)cc2)no1
    -4, -5, -4
> Cc1cc(C)c2c(c1C(=O)NCCSC1Sc3ccccc3NC1=O)CC(C)(C)C2=O (stereo not given)
    -4, -2, -12
> Cc1cc(C=C2SC(N)=NC2=O)c(C)n1C1CC1
    -10, /, 4
> CC(C)c1ccc(-n2nnnc2SC(C)c2nnc(-c3ccc([N+](=O)[O-])cc3)o2)cc1 (stereo not given)
    -5, -4, 7
> Oc1c(Cl)cc(Cl)c2ccc(N/N=C\c3cccnc3)nc12
    -1, 0, -5
> O=C(NC1CC1)c1ccc(CSc2nnc(Cc3ccccc3)n2-c2ccccc2F)cc1
    -4, -6, 14
> Cc1cc(C)n(C(=O)C(Cc2ccccc2)N2C(=O)C3CCCCC3C2=O)n1 (stereo not given)
    3, /, 10
> CCc1ccc(-n2nc(C(=O)C(C#N)C(=O)NC)c3c2CCC3)cc1 (stereo not given)
    -9, /, 3
> Fc1ccccc1CC1CCN(Cc2nc(-c3ccccn3)no2)CC1
    5, /, -9
> C=CCN(CC1CC(c2ccccc2C)=NO1)C(=O)C1CCC1 (stereo not given)
    -1, -3, 12
> CN(C)CCCN(C(=O)COc1ccc(Cl)cc1)c1nc2cc3c(cc2s1)OCO3
    -1, -5, 0
> CCN(CCC#N)c1ccc(/C=C2/C(=O)Nc3ccc(Cl)cc32)c(C)c1
    -16, -12, 0
> COc1ccc(-c2csc(-n3[nH]c(-c4ccccc4)c(N=Nc4ccc(Cl)cc4Cl)c3=O)n2)cc1
    12, -2, 17
> Cc1nnc2c(Nc3ccccc3I)nc3nonc3n12
    -8, -4, 11
> CCN(CC)CCOc1ccc2nc(N(C)C)sc2c1
    -3, /, -26
> CCN(C1=NC2CS(=O)(=O)CC2S1)c1ccc(C)c(Cl)c1 (stereo not given)
    -6, -3, 5
> S=c1oc2cc(Cl)ccc2n1CN1CCN(c2ccccn2)CC1
    15, -1, 1
> CC(C)CN(CC(=O)N(CCc1c[nH]c2ccccc12)Cc1ccc(C(C)(C)C)cc1)C(=O)c1ccc(Cl)cc1Cl
    -9, -5, -1
> Cc1c(C(=O)N2CCN(C(=O)N(C)C)CC2)cc(-c2ccc(Cl)cc2)n1-c1ccccc1
    -3, -1, 0
> Cc1cccc(C)c1N=c1scc(C)n1CCCNS(C)(=O)=O
    3, 2, 8
> N#CC1=C2C=CC=CN2C(=O)NC1c1cccc(Br)c1 (stereo not given)
    -9, /, 1
> COc1ccc(NC(=O)N2CC(C)CC(C)C2)cc1-n1nnnc1C (stereo not given)
    -1, /, 4

# Every second line gives: hcGAS lum, mcGAS inh, NPYLR7 agonist
> Cc1ccccc1C(=O)NC(Cc1ccccc1)C(=O)Nc1nnc(-c2ccc(N(C)C)cc2)s1 (stereo not given)
    1, 3, -7
> CC1(C)CC2CC(C)(CN2C(=O)CC(c2cccc([N+](=O)[O-])c2)c2c[nH]c3ccccc23)C1 (stereo not given)
    -9, -4, 9
> COCCNC(=O)c1ccc(-n2nc(C)c(CCC(=O)OC)c2C)cc1
    0, 0, -9
> O=S(=O)(c1ccc(F)cc1)N1CCCC(C(F)(F)F)C1 (stereo not given)
    -4, /, 10
> CS(=O)(=O)c1ccc2c(c1)CCCN2C(=O)CCc1cccc(F)c1F
    -12, /, 0
> COc1cc(OC)cc(C(=O)N2CCN(C(c3ccc(Cl)cc3)c3ccc(Cl)cc3)CC2)c1
    -3, -6, -3
> Cn1ncc2c(NC3CCCN(c4ccccc4)C3=O)ncnc21 (stereo not given)
    -8, -17, -3
> CCOC(=O)c1nc2ccccc2nc1N1CCCN(C(=O)CCSC)CC1
    0, 1, 5
> N#CC1(NC(=O)CN2C(=O)NC3(CCCCC3)C2=O)CCCC1
    -5, /, 7
> COCCCN(CC(=O)N(CCc1c[nH]c2ccccc12)Cc1ccc(F)cc1)C(=O)Nc1ccc(F)c(F)c1
    -2, -5, 15
> COCC(=O)N(Cc1cccc(OS(=O)(=O)c2ccc(F)cc2)c1)Cc1ccco1
    -2, -9, 22
> CCc1nc(CCNC(=O)c2cccc(C#N)c2)sc1C
    -10, -6, 11
> CC(=O)c1cc(CC(=O)NCc2ccco2)cs1
    -5, /, -4
> CN(C)S(=O)(=O)c1ccc(Cl)c(C(=O)Nc2ccccc2C(=O)N2CCOCC2)c1
    -4, /, -2
> CCCCC(=O)N1CCN(C(=O)c2cc(-c3ccc(OC)cc3)n(-c3cccc(OC)c3)c2C)CC1
    -11, -4, -3
> O=C(c1cc2c(=O)n3ccccc3nc2s1)N1CCCC1
    -6, /, 20
> COc1cc(OC)cc(N2CCN(C(=O)c3ccccc3F)C(C)C2=O)c1 (stereo not given)
    -4, -6, 13
> CC(C)SC(NC(=O)OCc1ccccc1)C(=O)NCC(c1ccccc1)c1ccccc1 (stereo not given)
    -6, -3, 2
> Nc1ccnc(N2C[C@H](O)[C@@H](N3CCN(c4ccccn4)CC3)C2)n1
    -3, /, 0
> COC(=O)c1cc2n(n1)CCCN(Cc1cccn1-c1ccccn1)C2
    -6, -6, 0
